# Bioassay records from PubChem BioAssay.
# TNFa cytotox = cytotoxicity in TNFa-stimulated HUVEC, primary screen, cytotoxicity control for VCAM1 expression modulator project, imaging, Hoechst nuclei count; HUVEC TNFalpha-stimulated, Hoechst cell count; hit rate 0.17% among 93,000; cell count reduction, % at 2 µM;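 active = cell count reduction exceeding the screen mean by over 5 SD, scaled to untreated wells per plate, cut at about 78% in these data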;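 also: cells counted after 24 h of TNF alpha exposure following the 1 h pretreatment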
# Fibroblast inh = antiproliferative effect on LL 47 fibroblasts – human, LL 47 cells, CellTiter-Glo luminescence, primary screen; viability, % at 10 µM; LL 47 human lung fibroblast viability, ATP luminescence; active compounds read low; hit rate 1.1% among 85,000;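 active = viability at or below 50% in the single dose screen; inactive = viability above 50%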;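 also: compound exposure lasted 72 h before the ATP readout; 100% = median luminescence of untreated cell-only wells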
#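 Material: Human LL 47 lung fibroblast cells | Input: 1,150 cells/well | Buffer or medium: IMEM plus 15% FBS | Compound dosing: 0.1% DMSO in all compound wells | Times: Overnight cell rest, 72 h compound treatment at 37 °C | Signal: CellTiter-Glo luminescence measuring cellular ATP | Measure: % viability versus median cells-only luminescence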
# HUVEC tox IL1B = cytotoxicity in IL-1B stimulated HUVEC, primary screen, cytotoxicity control for IL-1B NFkB translocation project, imaging, Hoechst nuclear count, IL-1B stimulus; AID 845, 2007; hit rate 0.41% among 94,000; cell count reduction, % at 2 µM; HUVEC cell count loss;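 active = cell count reduction more than 3 SD above the screen-wide mean, cut at about 70% in these data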;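 also: normalized per plate to untreated control cells as the no-loss baseline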
# H69AR inhibit = proliferation blockers of H69AR lung cancer cells, primary screen, cell-based, human, 86K library | hit rate 6% among 85,000 | viability, % at 10 µM | H69AR lung tumor viability, ATP luminescence, 72 h; active compounds read low;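 active = viability at or below 40%; inactive = viability above 40%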;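 also: multidrug resistant small cell line overexpressing MRP-1 efflux transporter; 100% = mean luminescence of untreated control wells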
# VCAM1 TNFa inh = inhibitors of TNFa-induced VCAM1 expression, primary screen, imaging, HUVEC, TNFa stimulus, immunofluorescence; HUVEC TNFa-induced VCAM-1 immunofluorescence, high-content imaging; inhibition, % at 2 µM; hit rate 0.48% among 95,000; AID 802, 2007;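 active = inhibition above the batch mean plus 3 SD, with images confirmed as a hit by eye, cut at about 37% in these data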;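 also: 0% = TNF-stimulated DMSO wells and 100% = unstimulated control wells; not every result past the cut was called active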
# Pyk2 oligo antag = antagonists of Pyk2 self-association, primary screen, Q293 cells, FERM NanoBiT luminescence, HTS. z-score (the deposit names both 25 µM and 10 µM). hit rate 0.83% among 99,000. active compounds read low;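 active = Z-score of -3 or lower, scaled per plate to the spread of control and sample wells; inactive = z-score above -3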;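 also: negative z-score means lost luminescence so less FERM oligomerization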
# Target sequence (Q14289 whole entry, looked up): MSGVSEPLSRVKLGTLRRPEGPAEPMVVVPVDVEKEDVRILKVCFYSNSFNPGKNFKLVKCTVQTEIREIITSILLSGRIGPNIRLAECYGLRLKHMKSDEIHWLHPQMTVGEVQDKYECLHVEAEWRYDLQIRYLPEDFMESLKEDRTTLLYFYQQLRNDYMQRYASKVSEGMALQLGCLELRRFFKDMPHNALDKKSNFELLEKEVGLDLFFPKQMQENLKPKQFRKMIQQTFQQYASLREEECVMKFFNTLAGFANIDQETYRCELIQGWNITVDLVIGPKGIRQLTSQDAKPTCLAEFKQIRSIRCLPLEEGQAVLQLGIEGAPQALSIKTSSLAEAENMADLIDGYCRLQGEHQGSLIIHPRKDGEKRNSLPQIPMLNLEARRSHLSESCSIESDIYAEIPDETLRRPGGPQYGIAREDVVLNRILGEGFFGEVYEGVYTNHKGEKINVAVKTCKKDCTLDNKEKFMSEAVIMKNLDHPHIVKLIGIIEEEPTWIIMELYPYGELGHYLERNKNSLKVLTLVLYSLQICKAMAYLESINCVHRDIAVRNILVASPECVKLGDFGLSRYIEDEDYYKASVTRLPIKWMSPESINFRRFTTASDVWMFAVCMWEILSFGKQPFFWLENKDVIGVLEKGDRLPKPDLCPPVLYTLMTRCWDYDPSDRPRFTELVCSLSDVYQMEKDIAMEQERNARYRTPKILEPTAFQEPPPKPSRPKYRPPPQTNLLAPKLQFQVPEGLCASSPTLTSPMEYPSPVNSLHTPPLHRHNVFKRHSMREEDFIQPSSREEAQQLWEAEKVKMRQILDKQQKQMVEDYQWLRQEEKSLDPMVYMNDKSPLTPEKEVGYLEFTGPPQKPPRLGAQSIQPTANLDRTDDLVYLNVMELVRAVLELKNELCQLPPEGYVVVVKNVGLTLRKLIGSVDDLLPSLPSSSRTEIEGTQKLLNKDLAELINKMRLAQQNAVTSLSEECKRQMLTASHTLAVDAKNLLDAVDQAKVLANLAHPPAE
# Smad3 inh = Smad3/FoxH1 peptide binding inhibitors, primary screen, biochemical, TR-FRET; Mothers against decapentaplegic homolog 3 (Homo sapiens), P84022; TR-FRET Smad3/Dy647-FoxH1 peptide binding, europium anti-His; inhibition, % at 25 µM; hit rate 0.29% among 88,000; AID 630, 2007;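 active = compounds that reduce the energy-transfer binding signal between the protein and its labelled peptide by more than half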;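 also: 0% = Smad3 plus labelled peptide maximal FRET and 100% = peptide-only background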
# HUVEC inhibit = inhibitors of HUVEC proliferation, primary screen, cell-based, 384-well; hit rate 1.1% among 86,000; CellTiter-Glo luminescence, 72 h; active compounds read low; viability, % at 10 µM (by protocol); AID 648, 2007;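 active = viability at or below 30%; inactive = viability above 30%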;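 also: 100% = median luminescence of DMSO-only cell control wells on each plate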
# F-actin modifier = modifiers of F-actin cytoskeleton organization, primary screen, imaging, HUVEC, phalloidin staining, high-content imaging; HUVEC TNFa F-actin phalloidin imaging; inhibition, % at 2 µM; hit rate 0.18% among 91,000;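 active = inhibition above the batch mean plus 3 SD and confirmed as a hit by visual image inspection, cut at about 30% in these data, passing the limit was not always enough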; also: strong numbers were not always called active
# The depositor's hits bear a star; x = no result given; [ ] = dose if it differs, or a comment. An excerpt. The share of hits here may be higher or lower than overall.
SMILES,TNFa cytotox,Fibroblast inh,HUVEC tox IL1B,H69AR inhibit,VCAM1 TNFa inh,Pyk2 oligo antag,Smad3 inh,HUVEC inhibit,F-actin modifier
OC(COc1ccc2cc(Br)ccc2c1)CN1CCOCC1 (stereo not drawn),-8,98,-8,100,2,-0.11,5,83,-14
COc1ccc(-c2nnnn2CCc2ccccc2)cc1,-4,88,2,67,12,0.51,4,99,8
CC1CCCCN1CCNC(=O)Cn1nc(-c2ccccc2)ccc1=O (stereo not drawn),x,93,x,88,x,2.6,-4,101,x
Cc1nonc1NC(=O)OCCN1CCOC1=O,-46,x,-6,x,1,-0.05,x,x,30
COc1ccc(NC(=O)CN2CCCCC2)cc1,-8,103,-33,85,10,1.8,2,92,-11
O=C(NC(=S)NNC(=O)c1cccs1)c1ccc(Br)o1,-27,x,9,x,-4,0.52,x,x,6
Cc1ccc2c(c1)CCCN2C(=O)c1cc2ccccc2oc1=O,5,101,4,91,7,0.44,-20,107,-11
COc1ccc(Br)cc1C(=O)Nc1cccc(NC(=O)c2ccco2)c1,-10,111,-1,56,-11,-2,4,75,-29
CC(=O)c1cccc(NC(=O)CN(c2ccc(F)cc2)S(C)(=O)=O)c1,-25,98,-78,90,20,1.1,-3,95,x
O=C(Nc1ccccc1)N(Cc1ccc2c(c1)OCO2)Cc1nc2ccccc2c(=O)[nH]1,-17,90,-15,86,-3,-1.8,6,82,-6
Cc1ccc(-c2nc3s/c(=C\c4ccco4)c(=O)n3n2)cc1,-44,90,14,99,2,-0.36,-7,98,24
CCCn1c(N2CCN(CC(=O)NCc3cccs3)CC2)nc2ccccc21,-20,99,-39,38*,12,-0.26,10,102,6
COc1cccc(=O)c2c(C)n(-c3cc(C)cc(C)c3)c(C)c12,-27,x,19,x,-19,-1.1,x,x,-9
Cn1nc([N+](=O)[O-])nc1Sc1ccc(C(C)(C)C)cc1,-2,x,-27,x,16,-1.3,x,x,-19
O/N=C1\CCCCc2ccccc21,-21,104,-28,99,12,0.47,3,98,-12
CCN1CCN(CCCOc2ccc(-c3ccccc3)cc2)CC1,-21,51,11,19*,9,x,2,48,11
O=S(=O)(c1cnccc1N1CCN(/N=C/c2ccc(Cl)cc2)CC1)N1CCCCC1,-25,x,-6,x,1,-0.12,x,x,-11
Cc1ccc(C(=O)CC2(O)C(=O)N(CCc3ccccc3)c3ccc(Br)cc32)o1 (stereo not drawn),0,93,-11,82,-3,-1.5,5,87,2
CC1(C(=O)O)CCC(C(=O)NC2CCCCC2)C1(C)C (stereo not drawn),-7,94,-138,90,2,1,15,83,9
Cc1ccc(S(=O)(=O)N/N=C/c2ccc(OCC(=O)Nc3ccccc3Cl)cc2)cc1,-14,x,-7,x,-10,x,x,x,5
Cn1cccc1CNC1CCCC1,1,x,15,x,-4,0.84,x,x,9
Cc1ccc2cc3c(N)c(C(=O)N4CCOCC4)sc3nc2c1,-26,101,-2,88,-2,0.74,-3,89,-10
O=C(NCCNCc1ccc(F)cc1)c1ccco1,-9,x,-21,x,-13,0.08,x,x,-7
COCCn1c(=S)[nH]c2cc(C(=O)N3CCN(Cc4ccc5c(c4)OCO5)CC3)ccc2c1=O,-11,88,-6,56,-8,-0.63,-8,84,-5
CC(=O)c1cc(C)ccc1OC(=O)c1cccnc1,-30,116,-8,85,17,1.9,5,99,2
O=C(Cn1nc(C(F)(F)F)c2c1CCC2)NCc1ccc(Cl)cc1,-26,92,9,100,9,-0.74,8,83,9
C=CCn1c(=O)[nH]c2cc(C(=O)N3CCN(c4ccc(C(C)=O)cc4)CC3)ccc2c1=O,-11,93,-11,82,-5,0.28,-7,86,-13
COc1ccc(NC(=O)C23CC4CC(C2)CC(n2cnc(Br)n2)(C4)C3)cc1Cl,3,x,12,x,-4,0.82,x,x,13
COC(=O)CSc1snnc1-c1ccc(F)cc1,-2,99,2,94,9,1,3,86,-5
O=C(CSc1oc(-c2ccco2)nc1S(=O)(=O)c1ccc(F)cc1)NCC1CCCO1 (stereo not drawn),-1,105,-41,90,6,0.76,8,97,4
CCOc1ccc(NC(=O)c2cc3c(=O)n(C)c4ccccc4c3n2C)cc1,-6,97,10,67,3,x,-13,74,0
O=C(CCN1CCN(c2ccccc2F)CC1)Nc1ccc2c(c1)OCO2,x,x,x,98,x,-0.04,-4,99,x
O=C(Cc1ccc(-n2cccc2)cc1)NC1CCCCCC1,-10,106,x,89,41*,-0.55,-11,115,-9
COc1ccc(-c2cnc(SCC(=O)Nc3ccc4c(c3)OCO4)n2Cc2ccco2)cc1,2,95,8,73,18,-2.1,6,86,2
CC(c1ccccc1)N1C(=O)CC(Sc2ncccc2C(=O)O)C1=O (stereo not drawn),-16,102,-1,85,7,-0.64,16,104,-6
Cn1c(=O)oc2cc(S(=O)(=O)N3CCCC(C(=O)NCCN4CCOCC4)C3)ccc21 (stereo not drawn),-26,105,-11,92,11,x,5,91,13
CC(=O)N1CCN=C1SCc1cccc(C(F)(F)F)c1,4,95,6,101,-15,0.62,-2,88,-28
O/N=C1/CCSc2ccccc21,-17,x,-34,x,18,0.34,x,x,-19
CCC1CCCCN1C(=O)c1c[nH]c2ccc(S(=O)(=O)N(C)c3ccc(Cl)cc3)cc2c1=O (stereo not drawn),-56,95,-9,96,-3,-0.87,20,82,x
CCC(c1nnc(SCC(=O)NC23CC4CC(CC(C4)C2)C3)o1)N(C)C (stereo not drawn),2,96,-22,94,22,-0.17,-6,99,-23
Cc1ccc(/C=C(\C#N)C(=O)Nc2c(C)cccc2C)s1,-33,x,-4,x,28,0.06,x,x,16
O=C(CSc1nnc(-c2ccco2)o1)NC1CCCCCC1,2,101,6,95,-5,-1.1,1[fluorescence artefact?],97,1
O=[N+]([O-])c1cc(-c2ccc(/C=N/c3nc4ccccn4c3-c3ccco3)o2)ccc1Cl,-1,x,-11,x,0,0.32,x,x,-4
O=C(O)CN1C(=O)CNC1=O,27,99,-12,99,1,0.1,-3,97,5
CCCCN(Cc1ccccc1)S(=O)(=O)c1ccc2[nH]c(=O)oc2c1,-4,96,-10,80,8,-2.5,-12,91,x
CC(C)(C)NC(=O)CSc1nc2ccccc2n1-c1ccccc1,5,x,25,x,-26,-2.1,x,x,5
c1ccc(-c2csc(Cc3nnc4n3CCCCC4)n2)cc1,9,102,-4,82,19,0.57,-2,103,21
CSc1ccc(-c2nc3cnccn3c2Nc2ccc3c(c2)OCO3)cc1,-18,x,-10,x,15,-1.6,-1,x,-1
COc1ccc(CN2CCN(c3ncccn3)CC2)c(OC)c1,x,93,x,102,x,-0.08,6,91,x
CCOC(=O)C1C(=O)CC(C)(O)C(C(=O)OCC)C1c1ccc(Br)cc1 (stereo not drawn),-26,96,-1,65,-14,2.3,9,98,20
Cc1ccc(-c2cn3c(=S)[nH]nc3s2)cc1,-30,93,-50,95,13,x,3,67,x
O=C(CSc1nnnn1-c1ccccc1F)Nc1nc2ccccc2s1,-13,x,4,x,-3,-0.44,x,x,12
c1ccc(OCc2nnc3sc(C4COc5ccccc5O4)nn23)cc1 (stereo not drawn),-15,105,8,88,-8,x,-4,102,8
COc1ccc(-c2nc(SC)n(S(=O)(=O)c3ccccc3)n2)cc1,-10,113,6,99,-16,-0.75,-3,95,8
CCCN(CCC)C(=O)Cn1c2ccccc2c2nc(=O)cc(C)n21,-40,x,-1,x,6,x,x,x,5
O=C1CC(c2cccs2)c2cc3c(cc2N1)OCCO3 (stereo not drawn),3,94,-35,18*,18,0.36,0,95,7
CCn1cc(C(=O)Nc2nncs2)c(=O)c2cc(F)c(N3CCN(C(=O)c4ccco4)CC3)cc21,x,106,x,72,x,x,-2,80,x
Cc1c(=O)n(OCc2cccc(F)c2)c2ccccc2[n+]1[O-],-17,106,-29,82,2,0.15,3,90,12
CCN1CC=C2C(C#N)=C(N)C(C#N)(C#N)[C@H](c3cccc(OC)c3OC)[C@H]2C1,-8,81,-7,79,2,0.34,-5,86,2
COc1ccccc1CCNC(=O)CCSc1nc(-c2ccco2)cc(C(F)(F)F)n1,x,101,-9,60,-5,0.93,4,92,6

# (listing goes on)
SMILES,TNFa cytotox,Fibroblast inh,HUVEC tox IL1B,H69AR inhibit,VCAM1 TNFa inh,Pyk2 oligo antag,Smad3 inh,HUVEC inhibit,F-actin modifier
CCOCCCNC(=O)c1ccc2c(c1)N(Cc1ccccc1)C(=O)CS2=O (stereo not drawn),4,92,-14,90,13,x,-4,90,8
Cc1ccc(OCC(=O)Nc2ccccc2N2CCOCC2)c(C)c1,3,102,-7,86,17,-1.3,-21,114,9
CCOC(=O)N1CCN(c2cc(=O)n(-c3ccc(Br)cc3)c(=O)[nH]2)CC1,-12,110,12,95,-5,x,-12,106,12
CCCCn1c(=O)[nH]c(=O)c2c1nc(CN1C(=O)c3ccccc3S1(=O)=O)n2CCC,-33,103,-17,93,-2,-1.7,-5,111,-12
COc1ccc(C(OC(=O)c2ccco2)C(=O)NC2CCCCC2)cc1 (stereo not drawn),-26,108,1,102,-17,-0.61,-20,110,-8
CC(C)CCn1c(SCC(=O)c2ccccc2)nc2c1c(=O)[nH]c(=O)n2C,-17,104,-120,77,1,1.2,-7,93,-15
COc1ccc(Oc2cc(C)c3cccc(C)c3n2)cc1,-2,97,x,96,25,0.65,-6,92,-6
COc1ccc(N2C(=O)CCC(C(=O)N3CCCCC3)C2c2ccc(F)cc2)cc1 (stereo not drawn),x,x,x,100,x,-0.23,-4,104,x
C=CCn1c(=N)n(CC(=O)OC)c2ccccc21,4,96,9,98,-3,-0.58,2,89,11
COc1ccccc1CNC(=O)Cn1nnc(-c2ccncc2)n1,-35,96,-28,93,11,0.75,5,90,19
O=S1(=O)c2ccccc2N=NN1Cc1ccc(Cl)cc1,-18,6.2*,-12,1.1*,-3,-0.91,17,21*,15
CCN1C(=O)c2ccc(C(=O)Nc3nccs3)cc2C1=O,-30,104,-19,93,-15,-0.4,7,108,-6
CCC(O)c1cc2c(cc1NC(=O)c1ccc(C)cc1)OCCO2 (stereo not drawn),-11,102,-182,79,20,-0.23,0,94,-6
COc1ccc(C(=O)NCc2cccnc2)cc1Br,0,99,5,98,17,0.03,7,91,-9
O=C(CN(C(=O)CNC(=O)c1ccco1)c1ccc2c(c1)OCO2)NC1CCCCC1,-23,99,-14,101,-8,-0.74,-14,90,-2

# Profiles, quoted from the list.
# C=CCn1c(=N)n(CC(=O)OC)c2ccccc21 in the list: TNFa cytotox = 4; Fibroblast inh = 96; HUVEC tox IL1B = 9; H69AR inhibit = 98; VCAM1 TNFa inh = -3; Pyk2 oligo antag = -0.58; Smad3 inh = 2; HUVEC inhibit = 89; F-actin modifier = 11
# O=C(CN(C(=O)CNC(=O)c1ccco1)c1ccc2c(c1)OCO2)NC1CCCCC1 in the list: TNFa cytotox = -23; Fibroblast inh = 99; HUVEC tox IL1B = -14; H69AR inhibit = 101; VCAM1 TNFa inh = -8; Pyk2 oligo antag = -0.74; Smad3 inh = -14; HUVEC inhibit = 90; F-actin modifier = -2
